From PubChem BioAssay
SIAE inh – human SIAE inhibition, primary screen; SIAE FP-Rh probe binding, fluorescence polarization; inhibition, % at 9.66 µM; 370,000 tested, 0.69% active; AID 1053197;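 active = inhibition above a cutoff: mean of compounds within the control limits plus 3 SD of those, cut at about 17% in these data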;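 also: 0% = plate median of compound wells and 100% = probe without SIAE protein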
TCR-CD3 inh – human TCR-CD3 binding inhibition. TAMRA-labeled TCR probe fluorescence, biochemical. inhibition, % at 9.4 µM. 360,000 tested, 0.37% active. AID 651800; in the data active = inhibition above about 19%;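 also: recombinant mutant TCR 2C K166C tagged with TAMRA read by polarization; 0% = receptor in buffer alone and 100% = receptor with positive control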
PRMT1 FP inh – inhibitors of human PRMT1 | Q99873 | recombinant PRMT1, activity-based probe fluorescence polarization | inhibition, % at 2.79 µM | 370,000 tested, 1.3% active | AID 652257;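 active = inhibition above about 21% made by adding two undisclosed values, limit read from the data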
ABHD4 inh – ABHD4 (mouse) inhibition, primary FP screen. Q8VD66. purified mABHD4, FP-Rh probe fluorescence polarization. inhibition, % at 8.92 µM. 370,000 tested, 0.54% active. AID 720543;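 active = inhibition exceeding the mean over every tested compound plus 3 SD, cut at about 30% in these data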;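 also: 0% = plate median of compound wells and 100% = S159A mutant with DMSO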
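Material: mouse ABHD4 enzyme, wild type; Benchmarks: S159A mutant high control, sample median low control; Buffer or medium: HEPES pH 7.0, NaCl, Pluronic buffer; Signal: fluorescence polarization; Read-out: percent inhibition of probe binding, normalized to plate controls; Timing: pre-incubation 45 min, probe exposure 60 min, at 25 °C; Dosing: 8.92 µM, single dose.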
Tn7 DDE FP – disrupts Tn7 cyclic peptide binding to fibrin D-Dimer-E complex; P02675; FP displacement of FITC-Tn7 peptide from fibrin DD(E); 0% = median of compound wells per plate; inhibition, % at 8.3 µM; 370,000 tested, 0.13% active; AID 720508;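 active = inhibition above the mean of compounds falling within the control limits plus 3 SD of them, cut at about 14% in these data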;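 also: 0% = plate median of compound wells and 100% = 10 µM Aha-Tn7 peptide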
Target sequence (P02675 whole entry, looked up): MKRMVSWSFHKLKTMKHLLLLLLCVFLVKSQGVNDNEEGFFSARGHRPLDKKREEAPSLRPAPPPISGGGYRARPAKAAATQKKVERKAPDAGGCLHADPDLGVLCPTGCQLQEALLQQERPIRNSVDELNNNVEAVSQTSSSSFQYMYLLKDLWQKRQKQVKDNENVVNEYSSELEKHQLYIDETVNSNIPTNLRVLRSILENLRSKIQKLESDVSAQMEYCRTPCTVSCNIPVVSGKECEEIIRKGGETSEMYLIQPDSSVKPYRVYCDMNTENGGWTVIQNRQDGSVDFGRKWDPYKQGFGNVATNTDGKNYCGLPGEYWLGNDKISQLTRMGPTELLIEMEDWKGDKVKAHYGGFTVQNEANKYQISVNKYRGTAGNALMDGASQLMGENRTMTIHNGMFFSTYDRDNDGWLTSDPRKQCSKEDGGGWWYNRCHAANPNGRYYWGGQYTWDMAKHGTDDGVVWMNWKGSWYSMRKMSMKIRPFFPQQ
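Assay system: Human clot-derived fibrin DD(E) complex | Buffer or medium: Tris/NaCl/CaCl2 buffer, pH 7.8 | Repeats: One replicate per compound | Benchmarks: Aha-Tn7 high control | Measure: % inhibition scaled between sample-field median and high-control FP | Schedule: 10 min plus 3 h, room temperature | Signal: Fluorescence polarization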
LEDGF integ inh – blocks HIV-1 LEDGF/p75-dependent DNA integration | TR-FRET IN-LEDGF/p75 DNA integration, Eu/Cy5 | inhibition, % at 3.7 µM | 370,000 tested, 0.64% active | AID 743269;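 active = inhibition above the screen-wide mean plus 3 SD, cut at about 13% in these data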;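 also: signal is the Cy5 over europium emission ratio at 671 and 618 nm; 0% = plate median of compound wells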
UHRF1 binding – blocks human UHRF1 binding to methylated DNA. Q96T88. inhibition, % at 4.4 µM. UHRF1 binding to methylated oligo, TR-FRET. AID 687016. 370,000 tested, 0.75% active; in the data active = inhibition above about 21%;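 also: UHRF1 SRA domain binding a hemimethylated CpG hairpin DNA probe; 0% = median of test compound wells and 100% = reference inhibitor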
PG9 binder – PG9 antibody binding by small molecule. AID 624416. 360,000 tested, 0.43% active. inhibition, % at 6.7 µM. TR-FRET gp120-PG9 antibody binding; in the data active = inhibition above about 8.5%
HTRA1 inhibitor – blocks human HTRA1 serine peptidase; Q92743; recombinant HTRA1, FP-rhodamine activity-based probe, fluorescence polarization; inhibition, % at 5.96 µM; 340,000 tested, 0.5% active; in the data active = inhibition above about 36%;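 also: 0% = enzyme with DMSO and 100% = wells lacking enzyme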
Target sequence (Q92743 whole entry, looked up): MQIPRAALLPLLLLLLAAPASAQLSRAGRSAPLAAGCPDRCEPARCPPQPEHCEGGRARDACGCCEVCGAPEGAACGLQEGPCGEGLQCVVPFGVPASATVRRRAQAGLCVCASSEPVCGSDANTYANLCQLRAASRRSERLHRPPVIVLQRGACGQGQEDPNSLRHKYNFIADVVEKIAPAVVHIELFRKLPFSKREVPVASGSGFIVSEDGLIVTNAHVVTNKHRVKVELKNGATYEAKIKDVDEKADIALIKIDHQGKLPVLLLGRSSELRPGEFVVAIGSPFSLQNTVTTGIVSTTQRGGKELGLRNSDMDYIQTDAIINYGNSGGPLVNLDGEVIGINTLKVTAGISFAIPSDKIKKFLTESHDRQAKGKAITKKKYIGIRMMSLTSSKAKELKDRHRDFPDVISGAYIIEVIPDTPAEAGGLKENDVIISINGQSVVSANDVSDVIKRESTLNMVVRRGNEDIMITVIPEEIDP
TDP2 inh – TDP2 (human) inhibition, absorbance primary screen; 370,000 tested, 0.34% active; recombinant TDP2, T5PNP hydrolysis, p-nitrophenol absorbance 415 nm; inhibition, % at 12.8 µM; O95551; AID 720702;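 active = inhibition above the mean of all tested compounds plus 3 SD, set per campaign, cut at about 25% in these data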;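 also: 0% = DMSO with enzyme and 100% = buffer with substrate but no TDP2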
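Test system: human TDP2 enzyme; Input: 120 nM TDP2 per well; Buffer or medium: Mg2+-containing Tris-HCl buffer, pH 7.5; Reagent: 5 mM T5PNP; Dosing: 12.8 µM single point, 1% DMSO; Incubation: reaction 2 h, 37 °C; Detection: p-Nitrophenol epi absorbance; Read-out: % inhibition relative to enzyme-containing and enzyme-free wells; Replicates: single well per compound.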
Starred values were filed as active, the others as inactive; nt = no result given.

SMILES	SIAE inh	TCR-CD3 inh	PRMT1 FP inh	ABHD4 inh	Tn7 DDE FP	LEDGF integ inh	UHRF1 binding	PG9 binder	HTRA1 inhibitor	TDP2 inh
COc1ccc2nc(SC(C(=O)c3ccccc3)c3ccccc3)nc(C)c2c1 (centres undefined)	-12	-7	2	-11	2	0	6	-0.8	-36	1
Cn1c(NC(=O)c2ccccc2)nc2ccccc21	-7	-11	5	3	5	7	0	0.9	2	-7
COc1ccc(CCC(=O)OCC(=O)c2ccc[nH]2)cc1OC	2	-3	-1	6	-4	0	-1	0.5	13	5
NS(=O)(=O)c1ccc(NC(=O)Cc2cccs2)cc1	0	-3	1	-1	-8	1	-1	-2.7	10	-2
CC(=O)N1CCOc2ccc(S(=O)(=O)N3CCC(C(=O)Nc4ccc(F)cc4)CC3)cc21	0	-2	-1	2	-3	-2	-1	1.8	1	0
O=C1N/C(=N/c2ccccn2)SC1Cc1ccccc1 (centres undefined)	0	2	0	0	-2	1	-2	1.4	12	7
Cc1cc(O)ccc1NC(=S)NC(=O)c1cncc(Br)c1	2	7	-4	-6	-6	5	-3	-0.9	4	-3
COc1ccc(CC(=O)Nc2nc(C)cs2)cc1S(=O)(=O)N1CCOCC1	7	6	-2	-1	-8	5	-1	-1.4	-2	-6
O=c1c2oc3ccccc3c2[nH]c(=S)n1-c1ccc(F)cc1	-2	4	5	5	-9	1	3	10*	0	-12
CC(C)NC(=O)C(=O)N/N=C/c1ccco1	-3	-5	4	3	9	-2	-1	-1.3	1	0
COc1ccc(CN2CC(C(=O)NCCCOC(C)C)CC2=O)cc1 (centres undefined)	-5	3	0	9	3	0	1	-0.3	0	2
CCOc1ccc(/C(CC)=N/NC(=O)C2(C)CC2(Br)Br)cc1 (centres undefined)	-6	-6	0	-4	1	0	1	0.0	-2	-5
CC(C)[C@H]1/C(=C/C2CC2)N2C(=O)C[C@H](c3ccccc3)N=C2N1C	3	nt	0	1	9	-1	-2	nt	nt	-3
Cc1nc(NC(=O)COc2ccccc2)sc1C(=O)Nc1cccc(Cl)c1	-7	7	0	43*	4	4	-2	0.4	-20	27*
CCOC(=O)C(Sc1ncn[nH]1)c1ccccc1 (centres undefined)	-3	-10	3	-1	3	-2	3	0.3	2	-4
COc1ccc(CCNC(=O)CCS(=O)(=O)c2ccc(C)cc2)cc1OC	-7	-4	2	-13	3	0	3	2.3	-1	-12
O=C(c1cc(-c2ccc(Br)cc2)on1)N1CCOCC1	-4	3	-3	4	3	-2	0	-2.8	1	-10
CC1CCC(NC(=O)COC(=O)CNC(=O)c2ccc3ccccc3c2)CC1 (centres undefined)	4	-5	2	-2	-3	-5	2	0.8	-8	-6
C#CCOCCOCCOCCNc1nc(N2CCN(C(=O)Cn3cc(CCO)nn3)CC2)nc(N2CCN(C(=O)Cn3cc(CCCCN)nn3)CC2)n1	0	7	1	2	-1	0	2	-1.6	2	-1
Cc1cc(C)c2c(c1)C1(OCCO1)C(=O)N2	11	4	-1	-1	8	-2	-4	-1.4	-1	13
O=C(NCCc1c[nH]c2ccccc12)C(=O)NCC1OCCN1S(=O)(=O)c1ccccc1 (centres undefined)	0	-4	0	9	-3	-3	-5	0.7	0	4
Cc1ccc(C(=O)c2c(NC(=O)c3ccccc3)sc(C)c2C)cc1	-7	0	-1	-5	2	2	1	0.2	-10	1
CCOc1cc(NC(=S)NCC2CCCO2)c(OCC)cc1NC(=O)CC (centres undefined)	-5	-2	3	7	0	-2	2	0.2	9	1
COCCN(C(=O)c1csnn1)C(C(=O)NC1CCCCC1)c1ccccc1F (centres undefined)	-2	4	1	2	6	1	0	-0.4	-3	-6
CC1(C(=O)NS(=O)(=O)Cc2cccc(Cl)c2)CCN1C(=O)CCc1ccccc1 (centres undefined)	0	-1	-1	2	-8	-1	2	-1.9	nt	9

Next part:
SMILES	SIAE inh	TCR-CD3 inh	PRMT1 FP inh	ABHD4 inh	Tn7 DDE FP	LEDGF integ inh	UHRF1 binding	PG9 binder	HTRA1 inhibitor	TDP2 inh
COc1ccc(C2CC(c3ccccc3Cl)=NN2c2ccc(S(N)(=O)=O)cc2)cc1 (centres undefined)	6	-5	5	-28	1	-4	-1	3.9	-30	4
COc1ccc(/C=N/NS(=O)(=O)c2ccc(NC(C)=O)cc2)cc1	5	5	-4	2	-3	0	-2	-1.6	2	5
O=C(c1cc2nc(C3CC3)cc(C(F)F)n2n1)N1CCOCC1	3	1	-1	1	-1	4	21*	-2.0	-3	7
Cn1ccnc1C1CCCCN1Cc1nc(-c2ccc3c(c2)OCO3)no1 (centres undefined)	-1	1	-4	-7	7	-4	-1	-0.9	2	3
CC(C)CC(=O)N1CCN(Cc2ccccc2[N+](=O)[O-])CC1	4	-2	3	13	1	-2	7	-1.9	nt	3
CN(CC(=O)N1CCCCCC1)S(=O)(=O)c1ccc(F)cc1	3	0	-3	1	1	-5	-1	-0.3	5	9
CC1(C)CC2CC(C)(CN2C(=S)Nc2ccccc2)C1 (centres undefined)	-1	3	3	0	8	-7	1	-0.5	-3	7
CCNC(=O)c1ccc(-n2nc(C(F)(F)F)c3c2CCCC3)cc1	-5	5	-3	12	2	-5	-2	-0.3	-11	2
O=[N+]([O-])c1ccc(-c2csc(N3CCCCCC3)n2)cc1	1	-7	-3	-5	-2	0	1	0.0	0	-12
COc1ccccc1NC(=O)C(=O)N/N=C/c1ccc([N+](=O)[O-])s1	2	6	-1	2	-10	1	1	-3.0	2	2
CCCc1nc2ccc(Br)cn2c1Cc1cccc(Cl)c1	2	-1	1	2	2	-2	21*	-1.0	nt	2
COc1ccc(C2CC(c3cccs3)=NN2S(=O)(=O)c2ccc(C)cc2)cc1 (centres undefined)	-4	5	-1	-2	-3	0	-4	-0.6	-26	-1
O=C(Cc1cc(=O)[nH][nH]1)N/N=C/c1ccccc1Cl	12	9	0	15	9	12	-7	-1.8	nt	-2
O=C(Nc1ccc(F)cc1F)c1cc2ncc(Br)cn2n1	-6	-3	2	0	6	-6	5	-0.1	nt	-3
CC/C(=N\NC(=O)c1ccncc1)C12CC3CC(CC(C3)C1)C2	-3	-2	1	6	-5	3	-4	-0.7	1	3
Cc1cccc(C)c1NC(=O)COc1cccc(/C=N/NC(=O)C(=O)NCc2ccccc2)c1	-4	0	-2	5	6	0	2	0.1	2	5
COc1ccc(NC(=O)c2cnc(SCC(=O)NCCc3ccccc3)n(C)c2=O)cc1	-1	0	4	-4	3	-3	2	2.1	1	-5
O=C(N/N=C/c1ccc2c(c1)OCO2)c1cc(-c2ccccc2)nc2ccccc12	-45	-1	-1	-33	3	-1	-4	-2.2	-48	-12
Cc1cccc(N2C(=O)CC(Cn3nc(C)cc3C)C2=O)c1 (centres undefined)	-3	1	-2	-4	-2	3	0	-2.7	0	1
O=C(CSc1nc2ccc(Nc3nc(N4CCOCC4)nc(N4CCOCC4)n3)cc2s1)NCc1ccco1	0	2	-8	-2	-1	0	1	-1.9	-9	-7
O=C(O)c1nn(-c2ccc(F)cc2)ccc1=O	3	-2	-2	-2	-6	7	-1	-1.1	6	4
C[C@H](CO)N1C[C@H](C)[C@@H](CN(C)S(=O)(=O)c2ccc(F)cc2)Oc2c(NC(=O)NC3CCCCC3)cccc2C1=O	1	-4	2	9	-4	-1	-3	-1.3	-5	-7
Cc1cc2c(OCC(O)CN3CCCC3)cccc2[nH]1 (centres undefined)	3	5	0	2	12	-4	-1	-0.9	4	-4
CCNC(=O)c1sc(-c2ccccc2)nc1C	5	0	0	4	-4	3	-2	-1.1	4	5
COc1ccc(-c2ccc3sc4ccccc4c(=O)c3c2)cn1	-1	-6	7	0	0	-2	1	-0.3	2	3

The results go on.
SMILES	SIAE inh	TCR-CD3 inh	PRMT1 FP inh	ABHD4 inh	Tn7 DDE FP	LEDGF integ inh	UHRF1 binding	PG9 binder	HTRA1 inhibitor	TDP2 inh
O=C1OC(Sc2ccccc2)(c2ccccc2)c2ccccc21 (centres undefined)	-2	2	2	-4	2	-3	-1	0.7	-17	1
O=C(CNC(=O)C1CCCCC1)OCC(=O)c1ccc(Cl)s1	3	8	2	-4	-9	1	0	-1.3	-3	-1
O=C(Nc1ccc(-c2cn3c(n2)SCC3)cc1)c1ccc2ccccc2n1	3	-6	7	4	2	-2	-3	-0.1	-1	12
Cn1cc(/C=C(\NC(=O)c2ccccc2Cl)C(=O)N2CCOCC2)c2ccccc21	2	-1	2	-2	2	-5	2	-1.9	2	-3
O=[N+]([O-])c1ccccc1S(=O)(=O)N1CCCC(C(F)(F)F)C1 (centres undefined)	-4	7	4	9	-2	3	2	-0.5	-4	-6
COc1ccc(S(=O)(=O)CCC(=O)N2CCN(c3ccccc3F)CC2)cc1	-1	-3	5	0	6	-2	1	0.8	1	-2
CC(C)c1ccc(OCC(=O)Nc2c3c(nn2C(C)(C)C)CS(=O)(=O)C3)cc1	5	-3	6	-3	0	-8	-2	-0.8	-2	-8
CCOc1cc(NS(=O)(=O)c2ccc(OC)cc2)c(OCC)cc1NC(C)=O	5	-13	-4	6	-1	-5	-1	1.3	12	7
CN(Cc1ccc(Cl)c(Cl)c1)C(=O)C1CSC2(C)CCC(=O)N12 (centres undefined)	-3	1	-3	2	8	2	28*	0.1	-4	-5
COC(=O)CNC(=O)COC(=O)c1cc(Cl)cc(Cl)c1N	0	-1	-3	4	-2	-2	-3	-0.3	0	7
CC1Oc2ccccc2N(CC(=O)N2CCCC2)C1=O (centres undefined)	5	15	-2	-5	6	0	0	1.2	6	12
CC(C)Nc1nc(NC2CCCC2)nc(N2CCOCC2)n1	-4	0	-6	2	8	1	1	0.1	-5	-2
Nc1cc(N)nc(SCc2nnnn2-c2ccc(Cl)cc2)n1	5	1	-1	4	4	1	-2	-1.7	-2	-7

A different layout for some results above.
Under each structure: SIAE inh, TCR-CD3 inh, PRMT1 FP inh, ABHD4 inh, Tn7 DDE FP, LEDGF integ inh, UHRF1 binding, PG9 binder, HTRA1 inhibitor, TDP2 inh
O=C(Nc1ccc(-c2cn3c(n2)SCC3)cc1)c1ccc2ccccc2n1
→ 3, -6, 7, 4, 2, -2, -3, -0.1, -1, 12
Cn1cc(/C=C(\NC(=O)c2ccccc2Cl)C(=O)N2CCOCC2)c2ccccc21
→ 2, -1, 2, -2, 2, -5, 2, -1.9, 2, -3
O=[N+]([O-])c1ccccc1S(=O)(=O)N1CCCC(C(F)(F)F)C1 (centres undefined)
→ -4, 7, 4, 9, -2, 3, 2, -0.5, -4, -6
COc1ccc(S(=O)(=O)CCC(=O)N2CCN(c3ccccc3F)CC2)cc1
→ -1, -3, 5, 0, 6, -2, 1, 0.8, 1, -2
CC(C)c1ccc(OCC(=O)Nc2c3c(nn2C(C)(C)C)CS(=O)(=O)C3)cc1
→ 5, -3, 6, -3, 0, -8, -2, -0.8, -2, -8
